AID2073 = inhibitors of Mint1-CaV2.2 protein interaction, biochemical, HTRF (AID 2073). HTRF protein-protein interaction, Mint1-CaV2.2; higher % means a stronger effect. inhibition, % at 20 µM; hits with a dose series show IC50 in µM. 290,000 compounds, 0.19% hits; in the data active = inhibition mostly above about 51%, no sharp cut-off; inconclusive = no clear call, values can overlap the other calls; inactive = mostly below about 53%; note: some results filed as inactive read as strong as hits
Rac1 GTP hydrolysis = MgcRacGAP GTPase-activating activity inhibitors, confirmation, biochemical, ADP Hunter fluorescence; AID 624330; MgcRacGAP-stimulated Rac1 GTP hydrolysis, ADP Hunter fluorescence; higher % means a stronger effect; GST-tagged Rac1 F28L mutant substrate; 340,000 compounds, 0.6% hits; inhibition, % at 30 µM; hits with a dose series show IC50 in µM;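 active = first-screen hits whose inhibition reached a set limit at any dose in the follow-up dose series; inconclusive = inhibition above the set first-screen limit but never retested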;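 note: fluorescence reports GDP produced by GAP-driven GTP hydrolysis; strong numbers were not always called active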
Large T inhibition = TAg ATPase/helicase activity blockers – biochemical (AID 1903); inhibition, % at 20 µM, or IC50 in µM where a hit was titrated; 310,000 compounds, 0.39% hits; SV40 large T antigen ATPase/helicase inhibition assay; higher % means a stronger effect; in the data active = a potency from the dose series; inconclusive = inhibition mostly from about 32% at the one dose, without a potency; inactive = the rest, 99 in 100 with inhibition below about 32%; note: strong numbers were not always called active
K1F lysis inhibition = protection from phage-mediated lysis, alamar blue read-out – E. coli UTI89, K1F phage, bacterial capsule biogenesis inhibitors (AID 488966); E. coli UTI89 K1F phage lysis, alamar blue, 2 h; higher % means a stronger effect; 340,000 compounds, 0.02% hits; inhibition, % at 100 µM, or IC50 in µM where a hit was titrated;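 active = phage lysis inhibition, versus mean bacterial control, above a set limit; inconclusive = no clear call, values can overlap the other calls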;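 note: capsule biogenesis inhibitors block K1F phage lysis so surviving cells raise fluorescence; higher fluorescence means more inhibition of phage lysis; actives were called in the ten point dose series up to 300 µM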
NS5 inhibitors = flavivirus cap methylation enzyme inhibition – biochemical, confirmation dose response, primary screen (AID 588689); Dengue-2 NS5 methyltransferase capping enzyme assay, biochemical; higher % means a stronger effect; inhibition, % at 25 µM; hits with a dose series show IC50 in µM; 340,000 compounds, 0.3% hits; in the data active = a potency from the dose series; inconclusive = inhibition above about 29% without an active follow-up result
NTR1 agonist = NTR1-driven beta-arrestin-GFP spot formation – imaging, U2OS cells, high content, primary screen (AID 493036); P30989; agonist mode; activation, % at 20 µM; 330,000 compounds, 0.17% hits;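 active = activation at or above 40% of the spot to cytoplasm intensity ratio, with at least 20 cells analyzed; inconclusive = wells under 20 cells, flagged as cytotoxic or low count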;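 note: 0% = DMSO without peptide and 100% = 100 nM NTR1 peptide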
Target sequence (P30989 whole entry, looked up): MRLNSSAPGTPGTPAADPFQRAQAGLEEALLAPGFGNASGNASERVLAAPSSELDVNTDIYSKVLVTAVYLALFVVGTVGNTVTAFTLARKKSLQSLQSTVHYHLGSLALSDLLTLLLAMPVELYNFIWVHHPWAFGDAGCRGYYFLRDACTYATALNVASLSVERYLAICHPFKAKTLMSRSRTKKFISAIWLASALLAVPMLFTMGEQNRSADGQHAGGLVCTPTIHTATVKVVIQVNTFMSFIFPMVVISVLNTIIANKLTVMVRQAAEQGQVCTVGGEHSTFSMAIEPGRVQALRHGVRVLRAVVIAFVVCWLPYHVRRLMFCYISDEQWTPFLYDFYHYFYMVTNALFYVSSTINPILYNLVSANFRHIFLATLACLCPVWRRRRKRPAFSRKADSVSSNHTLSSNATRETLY
SIAH1 antagonists = blockers of Siah-1 interaction with plectin peptide – biochemical, fluorescence polarization, rhodamine-plectin, uHTS, primary screen (AID 1817). Siah-1 / rhodamine-plectin peptide fluorescence polarization; higher % means a stronger effect. displacement, % at 20 µM, or IC50 in µM where a hit was titrated. 290,000 compounds, 0.02% hits;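 active = displacement of at least 50% at 20 µM, with a fluorescence ratio check between 0.3 and a set limit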;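 note: plate controls were Siah plus tracer with DMSO for no effect and tracer alone without Siah for full effect; strong numbers were not always called active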
West Nile antiviral = inhibition of WNV-induced cytopathic effect – cell-based, CPE readout (AID 1621) | West Nile virus-infected cells, CPE inhibition; higher % means a stronger effect | CPE inhibition, % at 10 µM, or IC50 in µM where a hit was titrated | 290,000 compounds, 0.02% hits; in the data active = a potency from the dose series; inconclusive = CPE inhibition mostly from about 3.7% at the one dose, without a potency; inactive = the rest, 99 in 100 with CPE inhibition below about 2.2%; note: strong numbers were not always called active
RSV CPE inhibition = inhibition of RSV-induced cytopathic effect – HEp-2 cells, primary 10 µM value included (AID 2391). HEp-2 cells, RSV-induced CPE inhibition; higher % means a stronger effect. one-dose CPE inhibition, % at 10 µM; IC50 in µM for titrated hits. 310,000 compounds, 0.13% hits; in the data active = a potency from the dose series; inconclusive = CPE inhibition mostly from about 23% at the one dose, without a potency; inactive = the rest, 99 in 100 with CPE inhibition below about 21%; note: strong numbers were not always called active
NTR1 agonist cell count 20 µM = also measured in NTR1 agonist; calls as there; cell count; measured here: cell count, cytotoxicity flag
NS5 inhibitors pilot replicate = second read-out of NS5 inhibitors, no call of its own (marks repeat the call); inhibition, %; measured here: pilot screen replicate inhibition
An asterisk follows results filed as active; ? = inconclusive; . = not tested or not shown; [ ] = remark or other dose.

SMILES | AID2073 | Rac1 GTP hydrolysis | Large T inhibition | K1F lysis inhibition | NS5 inhibitors | NTR1 agonist | NTR1 agonist cell count 20 µM | SIAH1 antagonists | West Nile antiviral | RSV CPE inhibition | others
CCN(CC)CCN(C(=O)c1ccc2ccccc2c1)c1nc2ccc(OC)cc2s1 | 8.7% | 7.7% | 7.9% | 0.5% | -11.6% | 0.8 | 64 | 2.8% | -1.0% | -0.1%
Cc1cc(N2CCN(C)CC2)ccc1NC(=O)c1cccc(S(=O)(=O)N2CCc3ccccc3C2)c1 | 16.0% | 6.3% | 11.2% | 0.3% | 0.0% | 42.1* | 43* | -3.1% | -2.1% | -3.7%
CCOC(=O)C1CCN(C(=O)CCS(=O)(=O)c2ccc3c(c2)CCN3C(C)=O)CC1 | -2.2% | -5.5% | -5.7% | -0.4% | -5.7% | -1.9 | 85 | -3.5% | -0.2% | 1.5%
O=C(Nc1ccnc(-c2ccncc2)n1)c1ccccc1Cl | 0.8% | 1.1% | 2.5% | 0.1% | -7.0% | 1.2 | 42 | 17.4% | 0.2% | 4.2%
COc1ccc(NS(=O)(=O)c2ccc3oc(SC)nc3c2)cc1 | 4.5% | 4.8% | 8.0% | 0.2% | -6.5% | 0.7 | 49 | 7.9% | 0.5% | 2.8%
CC1(C)CC(N(Cc2ccco2)C(=O)Cc2ccccc2)CCO1 (stereo not drawn) | 1.4% | 11.0% | 4.7% | 0.6% | 3.4% | 1.8 | 52 | 8.8% | 0.1% | -1.0%
CCn1cc(CNC(=O)CCc2ccc(OC)cc2)cn1 | 16.3% | 10.6% | -6.2% | 0.1% | 4.9% | 0.1 | 44 | -1.2% | -0.3% | 3.4%
N#C/C(=C\Nc1ccc(F)c(Cl)c1)C(=O)C1CC1 | -5.6% | . | 8.7% | . | . | 0.5 | 55 | -0.5% | 0.5% | .
NC(=O)c1c(NC(=O)Cc2cccs2)sc2c1CCC2 | 3.2% | 12.3% | 15.3% | 0.8% | 4.0% | 1.0 | 44 | 3.4% | -0.5% | 7.9%
COc1ccc(NC(=O)CCn2nc(C)cc2C)cc1 | 0.3% | 9.1% | 10.7% | 0.1% | -2.0% | -0.5 | 47 | -6.5% | 0.4% | -0.4%
COc1ccc(CNCC(O)(c2ccc(Cl)cc2)c2ccc(Cl)cc2)cc1OC | -12.3% | 5.3% | 4.4% | -0.6% | -4.8% | 19.4 | 50 | 2.3% | -0.4% | 1.7% | NS5 inhibitors pilot replicate=-2.0
CCOC(=O)C1(CCOC)CCN(C(=O)Cc2ccc3ccccc3c2)CC1 | 7.3% | 8.8% | 16.6% | 0.0% | -4.7% | 0.3 | 66 | 3.7% | -1.4% | 1.7%
COc1ccc(NC(=O)COC(=O)CNS(=O)(=O)c2ccc(C)cc2)c(OC)c1 | 7.8% | 13.6% | 14.7% | 2.6%[50 µM] | 1.0% | -0.7 | 77 | -0.1% | 0.6% | 0.1%
CCCCc1c(C)c2ccc(OC)c(/C(C)=N\O)c2oc1=O | 2.0% | 8.9% | 1.7% | 0.0% | -2.2% | 1.8 | 43 | 2.5% | . | 16.1%
COc1ccc(-c2nn(CCC(=O)O)cc2/C=C/C(=O)O)cc1[N+](=O)[O-] | -6.7% | 1.9% | 2.1% | 6.9% | -1.5% | 1.0 | 44 | 20.4% | 0.1% | 2.4%
Cc1cnc(C(=O)OCc2nc3ccsc3c(=O)[nH]2)cn1 | . | -1.7% | . | 0.0%[50 µM] | -4.4% | 0.4 | 83 | . | . | 1.3%
CC(C)(C)c1ccc(NC(=O)COC(=O)c2ccc([N+](=O)[O-])s2)cc1 | -0.5% | 5.9% | 0.2% | -6.1% | -3.6% | . | . | 1.2% | 0.2% | 2.5%
COc1ccccc1CN1CC(C(=O)NCCc2cn[nH]c2)CCC1=O (stereo not drawn) | 6.8% | 5.3% | 1.1% | -0.1% | -6.5% | -0.3 | 58 | -4.5% | 0.1% | -0.9%
COc1ccc2[nH]c(=O)c(CN(C(=O)c3ccncc3)C(C)C)cc2c1 | -1.5% | 12.8% | . | 1.3% | 3.9% | -2.4 | 34 | 6.5% | 1.1% | 1.9%
O=C1CC(c2cccc(Cl)c2)CC(O)=C1C=NC1CCCC1 (stereo not drawn) | 5.1% | -0.6% | 11.5% | 0.9%[50 µM] | 3.3% | 3.5 | 75 | 5.2% | -0.9% | 6.9%
CCOC(=O)N1CCN(C(=O)COc2cc(=O)n(C)c3ccccc23)CC1 | 5.7% | 6.5% | 11.4% | 0.2% | -0.7% | 1.9 | 85 | -0.9% | 1.0% | 0.4% | NS5 inhibitors pilot replicate=2.1
CCOC(=O)c1cnc(-c2ccccc2)nc1Oc1ccc(C)cc1 | ? | 5.0% | 10.1% | 0.5% | 4.7% | 7.1 | 74 | 0.2% | 0.0% | 3.2%
CN(C)S(=O)(=O)c1ccc(Cl)c(C(=O)NCCNC(=O)c2cc(S(=O)(=O)N(C)C)ccc2Cl)c1 | 10.9% | 2.1% | 9.9% | 0.4% | -2.0% | 1.2 | 102 | 1.9% | -0.3% | 1.0%
CC(C)(C)C(=O)NC(=S)NNC(=O)c1ccncc1 | -6.9% | 8.6% | 9.1% | 0.1% | -7.3% | 1.4 | 83 | 2.9% | 0.2% | 0.9%
COc1cc([N+](=O)[O-])ccc1NC(=O)CN1CCOCC1 | -4.1% | 13.2% | 8.4% | 0.3% | 4.0% | -1.3 | 47 | -6.9% | 1.3% | 0.3%
COC(C(=O)Nc1ccnn1C1CCN(Cc2ccc(Cl)s2)CC1)c1ccccc1 (stereo not drawn) | -1.8% | 12.6% | 16.6% | 0.0% | 1.8% | -1.1 | 66 | 1.8% | -0.2% | -0.1%
O/N=C/c1cccnc1Sc1ccccc1 | 10.1% | 1.4% | 3.0% | 0.7% | 2.2% | 0.4 | 45 | 12.3% | -0.6% | 1.0%
Cc1ccc(OCC(O)CN2CCN(c3ccccc3)CC2)cc1 (stereo not drawn) | -5.7% | 5.6% | -3.1% | 1.4% | -4.8% | 0.1 | 89 | -3.0% | -1.0% | -0.1%
CCOc1ccc(CN(C(=O)c2ccco2)C2CCS(=O)(=O)C2)cc1 (stereo not drawn) | -2.7% | 13.4% | 6.7% | 1.8% | 1.1% | 2.0 | 34 | 1.2% | 0.1% | 2.5%
CC(=O)Nc1nonc1-c1nc2ccccc2n1N(C(C)=O)C(C)=O | 10.3% | 12.3% | 8.8% | -0.1% | -7.8% | 0.2 | 75 | -8.1% | 0.0% | 0.5%
O=S(=O)(Nc1ccccc1)c1cccc2nsnc12 | 4.0% | 10.6% | 12.4% | -0.9% | . | -0.1 | 55 | 37.9% | -0.2% | 1.2%
CNS(=O)(=O)c1ccc(NC(=O)c2cncc(Br)c2)cc1 | -8.0% | 9.8% | 2.3% | 0.8% | -13.1% | 0.9 | 56 | 2.8% | 0.5% | 2.1%
O=C(Nc1nc2ccccc2n1CCN1CCOCC1)c1ccc(Cl)cc1 | 29.9% | 13.1% | 11.8% | 0.6% | 4.7% | -1.2 | 47 | -2.5% | 0.2% | 0.0%
Cn1c(-c2ccc(C=O)s2)nc2c3ccccc3c3ccccc3c21 | 35.3% | -5.6% | 8.0% | -0.3% | 17.7% | 2.7 | 62 | -1.4% | 0.5% | ?
COC(=O)c1ccc(NC(=O)CN2CCC(NC(=O)c3ccco3)CC2)cc1 | -5.9% | 2.3% | 11.2% | -0.1% | . | 0.1 | 72 | -1.6% | 0.3% | 2.4%
Cc1ccc(S(=O)(=O)Nc2nc(C)c(C(=O)N/N=C/c3ccccc3)s2)cc1 | 6.6% | 2.6% | 20.4% | -0.3% | 1.5% | 1.7 | 90 | -6.7% | 0.5% | 0.9%
O=C(Nc1ccc(F)cc1)c1ccc(CSc2ccccc2)o1 | 8.1% | 12.5% | 25.9% | -0.1% | -7.1% | -1.0 | 78 | 6.2% | 0.4% | 4.6%
Cc1cccc(C)c1NC(=O)CSc1nc2c([nH]1)c(=O)n(C)c(=O)n2C | 2.1% | 11.2% | 3.4% | 0.2% | -0.8% | -0.1 | 30 | 10.2% | -0.2% | 0.3%
COc1ccc(-c2nc3cnccn3c2NC2CCCCC2)cc1-c1cccc(Cl)c1 | . | 3.9% | . | 0.1% | -9.4% | 7.7 | 64 | . | . | .
Cc1ccc(-n2c(C)nn(CCOc3ccccc3)c2=O)cc1 | -1.5% | 2.3% | 4.9% | 0.3% | 2.2% | -0.4 | 57 | 1.9% | -0.2% | 0.8%
N#Cc1c(NC(=O)c2cc([N+](=O)[O-])ccc2N2CCOCC2)sc2c1CCCC2 | -7.7% | 20.7% | 3.2% | 0.0% | 1.8% | 3.4 | 87 | -2.7% | -0.7% | 2.3%
Cc1csc(NC(=O)CN2C(=O)c3ccccc3S2(=O)=O)n1 | -2.6% | 5.6% | 9.3% | 0.3% | 0.7% | 3.6 | 61 | 0.9% | -0.2% | 0.8%
O=C(O)CCC(=O)Nc1ccc(N2CCCCC2)c(C(=O)O)c1 | -1.5% | 8.8% | 4.4% | 3.1% | -8.0% | -1.3 | 63 | 2.2% | 1.2% | 1.2%
CN(C)C1=NCCN1CCc1ccccc1 | . | 4.5% | -0.3% | -0.7% | -6.3% | -3.2 | 71 | . | . | 0.5%
O=C(NCCCl)Nc1ccccc1OCCOc1ccccc1NC(=O)NCCCl | 1.5% | 4.9% | 7.9% | -0.1% | -12.5% | 3.3 | 51 | 0.2% | 0.4% | 0.4%
O=C(NCCOc1ccc(Cl)cc1)c1ccc2c(c1)OCCO2 | . | 3.8% | . | 0.0%[50 µM] | -7.4% | 1.2 | 55 | . | . | 0.7%
CN(CCOC(=O)c1ccco1)Cc1ccccc1 | 38.1% | 3.8% | 7.0% | 0.2% | -4.1% | 0.0 | 57 | 1.0% | -0.1% | 1.1%

Part of the list above in order of molecular weight, rising.
SMILES | AID2073 | Rac1 GTP hydrolysis | Large T inhibition | K1F lysis inhibition | NS5 inhibitors | NTR1 agonist | NTR1 agonist cell count 20 µM | SIAH1 antagonists | West Nile antiviral | RSV CPE inhibition | others
O=C(O)CCC(=O)Nc1ccc(N2CCCCC2)c(C(=O)O)c1 | -1.5% | 8.8% | 4.4% | 3.1% | -8.0% | -1.3 | 63 | 2.2% | 1.2% | 1.2%
O=C(Nc1ccc(F)cc1)c1ccc(CSc2ccccc2)o1 | 8.1% | 12.5% | 25.9% | -0.1% | -7.1% | -1.0 | 78 | 6.2% | 0.4% | 4.6%
Cc1ccc(S(=O)(=O)Nc2nc(C)c(C(=O)N/N=C/c3ccccc3)s2)cc1 | 6.6% | 2.6% | 20.4% | -0.3% | 1.5% | 1.7 | 90 | -6.7% | 0.5% | 0.9%

Screening data as filed in PubChem BioAssay.
